Assay outcomes: PubChem, The Scripps Research Institute Molecular Screening Center
PG9 Ab binder: binds the HIV-1 gp120 antibody PG9; TR-FRET gp120-PG9 antibody binding; inhibition, % at 6.7 µM; 360,000 tested, 0.43% active; AID 624416; in the data active means inhibition above about 8.5%
UHRF1 binding: UHRF1 methyl-DNA binding inhibition | UHRF1 binding to methylated oligo, TR-FRET | inhibition, % at 4.4 µM | 370,000 tested, 0.75% active; in the data active means inhibition above about 21%;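 further: UHRF1 SRA domain binding a hemimethylated CpG hairpin DNA probe; 0% = median of test compound wells and 100% = reference inhibitor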
HTRA1 inh: inhibitors of human serine peptidase HTRA1; Q92743; 340,000 tested, 0.5% active; inhibition, % at 5.96 µM; recombinant HTRA1, FP-rhodamine activity-based probe, fluorescence polarization; in the data active means inhibition above about 36%;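 further: 0% = enzyme with DMSO and 100% = wells lacking enzyme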
LEDGF integ inh: blocks HIV-1 LEDGF/p75-dependent DNA integration | TR-FRET IN-LEDGF/p75 DNA integration, Eu/Cy5 | inhibition, % at 3.7 µM | 370,000 tested, 0.64% active | AID 743269;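 active means inhibition above the screen-wide mean plus 3 SD, cut at about 13% in these data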;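 further: signal is the Cy5 over europium emission ratio at 671 and 618 nm; 0% = plate median of compound wells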
TDP2 inh: TDP2 (human) inhibition, absorbance primary screen; O95551; recombinant TDP2, T5PNP hydrolysis, p-nitrophenol absorbance 415 nm; inhibition, % at 12.8 µM; 370,000 tested, 0.34% active;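 active means inhibition above the mean of all tested compounds plus 3 SD, set per campaign, cut at about 25% in these data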;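 further: 0% = DMSO with enzyme and 100% = buffer with substrate but no TDP2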
Target sequence (O95551 whole entry, looked up): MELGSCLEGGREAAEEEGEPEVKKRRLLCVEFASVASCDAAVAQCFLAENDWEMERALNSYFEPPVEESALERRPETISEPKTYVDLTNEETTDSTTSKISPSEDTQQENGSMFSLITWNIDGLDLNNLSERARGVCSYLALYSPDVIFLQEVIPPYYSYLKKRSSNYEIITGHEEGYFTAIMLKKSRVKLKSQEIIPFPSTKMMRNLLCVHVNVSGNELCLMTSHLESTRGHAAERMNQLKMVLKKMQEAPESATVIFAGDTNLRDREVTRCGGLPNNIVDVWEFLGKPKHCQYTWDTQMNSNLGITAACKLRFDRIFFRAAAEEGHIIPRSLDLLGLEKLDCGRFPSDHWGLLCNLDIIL
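Material: recombinant human TDP2; quantity: TDP2 enzyme at 120 nM final; medium: Tris-HCl pH 7.5 with MgCl2; compound: single concentration, 12.8 µM nominal, with 1% DMSO; incubation: 2 h enzyme incubation at 37 °C; signal: epi absorbance; measure: percent inhibition; benchmarks: high control without enzyme, low control DMSO plus TDP2; repeats: singlicate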
mABHD4 FP: ABHD4 (mouse) inhibition, primary FP screen. inhibition, % at 8.92 µM. 370,000 tested, 0.54% active. AID 720543. Q8VD66. purified mABHD4, FP-Rh probe fluorescence polarization;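 active means inhibition exceeding the mean over every tested compound plus 3 SD, cut at about 30% in these data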;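 further: 0% = plate median of compound wells and 100% = S159A mutant with DMSO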
Target sequence (Q8VD66 whole entry, looked up): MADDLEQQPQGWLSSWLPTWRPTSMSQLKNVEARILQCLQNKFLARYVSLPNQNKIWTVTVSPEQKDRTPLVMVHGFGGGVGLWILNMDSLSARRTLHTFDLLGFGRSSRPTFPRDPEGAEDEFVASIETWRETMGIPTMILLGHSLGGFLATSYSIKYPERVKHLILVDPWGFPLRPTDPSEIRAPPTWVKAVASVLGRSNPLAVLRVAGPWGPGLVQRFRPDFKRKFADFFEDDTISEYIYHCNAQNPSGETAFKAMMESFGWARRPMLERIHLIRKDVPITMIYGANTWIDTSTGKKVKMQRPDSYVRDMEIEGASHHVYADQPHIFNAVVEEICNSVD
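assay system = mABHD4 protein | compound dosing = single nominal dose of 8.92 µM, 0.89% DMSO final | read-out basis = percent inhibition of probe binding, normalized to plate controls | schedule = Enzyme–compound pre-incubation 45 min, then probe 60 min, both 25 °C | detection = fluorescence polarization, excitation 525 nm, emission 598 nm, BODIPY TMR filters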
TCR CD3 inh: blocks the human TCR-CD3 interaction; inhibition, % at 9.4 µM; TAMRA-labeled TCR probe fluorescence, biochemical; 360,000 tested, 0.37% active; in the data active means inhibition above about 19%;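 further: recombinant mutant TCR 2C K166C tagged with TAMRA read by polarization; 0% = receptor in buffer alone and 100% = receptor with positive control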
DDE Tn7 FP inh: DD(E)-Tn7 binding inhibition, primary FP screen. inhibition, % at 8.3 µM. FP displacement of FITC-Tn7 peptide from fibrin DD(E); 0% = median of compound wells per plate. 370,000 tested, 0.13% active. P02675;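 active means inhibition above the mean of compounds falling within the control limits plus 3 SD of them, cut at about 14% in these data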;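 further: 0% = plate median of compound wells and 100% = 10 µM Aha-Tn7 peptide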
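Measure: % inhibition scaled between sample-field median and high-control FP; Test system: human fibrin DD(E); Quantity: 2 µM final DD(E) protein; Doses: one dose, 8.3 µM nominal; Schedule: compound with protein 10 min, then 3 h after probe, room temperature; Detection: fluorescence polarization; Medium: Tris buffer with calcium and detergent, pH 7.8.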
PRMT1 inh: inhibitors of human PRMT1; Q99873; recombinant PRMT1, activity-based probe fluorescence polarization; inhibition, % at 2.79 µM; 370,000 tested, 1.3% active; AID 652257;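 active means inhibition above about 21% made by adding two undisclosed values, limit read from the data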
Target sequence (Q99873 whole entry, looked up): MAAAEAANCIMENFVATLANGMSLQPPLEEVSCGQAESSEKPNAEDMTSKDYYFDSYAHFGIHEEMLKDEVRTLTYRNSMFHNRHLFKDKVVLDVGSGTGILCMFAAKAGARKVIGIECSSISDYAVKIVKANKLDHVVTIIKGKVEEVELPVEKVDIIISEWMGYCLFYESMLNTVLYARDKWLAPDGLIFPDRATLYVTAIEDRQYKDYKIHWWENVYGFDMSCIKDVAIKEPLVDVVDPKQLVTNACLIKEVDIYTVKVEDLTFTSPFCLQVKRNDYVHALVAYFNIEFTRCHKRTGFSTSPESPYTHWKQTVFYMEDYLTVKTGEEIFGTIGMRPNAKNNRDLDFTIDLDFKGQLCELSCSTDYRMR
SIAE inh: inhibitors of human sialic acid acetylesterase SIAE; Q9HAT2; SIAE FP-Rh probe binding, fluorescence polarization; inhibition, % at 9.66 µM; 370,000 tested, 0.69% active; AID 1053197;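 active means inhibition above a cutoff: mean of compounds within the control limits plus 3 SD of those, cut at about 17% in these data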;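 further: 0% = plate median of compound wells and 100% = probe without SIAE protein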
* hit, by the source's call; nt = no result given.

mol	PG9 Ab binder	UHRF1 binding	HTRA1 inh	LEDGF integ inh	TDP2 inh	mABHD4 FP	TCR CD3 inh	DDE Tn7 FP inh	PRMT1 inh	SIAE inh
CC(C)c1c(C(=O)N/N=C/c2ccco2)nnn1-c1nonc1N	-1.3	-1.9	-6.4	-4.1	-8.9	-3.0	-6.4	-1.4	3.7	0.3
COC(=O)c1ccc(NC(=O)COC(=O)c2nc3nccc(C)n3n2)cc1	-1.8	-1.0	nt	-1.7	4.9	1.3	-0.6	4.4	0.7	-3.6
CC(=O)c1cccc(N(CC(=O)NC2CCCCC2)C(=O)c2csnn2)c1	-0.4	-1.8	7.1	1.0	-1.1	-5.8	2.5	-4.5	-2.3	1.9
CN(Cc1ccc(Cl)cc1)C(=O)c1ccc(S(=O)(=O)NCc2ccco2)cc1	0.6	4.7	-5.0	-5.8	-3.7	-23.5	4.6	2.1	7.7	-2.5
COc1cc(N)c(Cl)cc1C(=O)NC1CCN(Cc2ccccc2)CC1	0.9	1.0	2.5	-0.7	7.8	8.4	-1.4	-16.0	2.6	1.8
CCC(=O)N1CCc2cc(Br)cc(S(=O)(=O)NCCN3CCCC3)c21	-0.8	3.6	-1.3	-1.8	0.8	7.2	0.5	0.1	5.5	-0.8
Cc1ccc(NC(=O)N2CCCC2C(=O)Nc2ccc(-n3cnnn3)c(C)c2)cc1 (stereo not given)	-1.7	-3.4	1.4	-2.7	5.0	1.2	1.7	5.6	0.3	1.7
N#C/C(=C/c1ccc(N2CCOCC2)o1)c1ccc(Br)cc1	2.0	-5.1	7.3	2.8	-5.5	3.5	-3.4	-3.5	8.9	3.8
COc1ccc(F)cc1C(=O)C1CCCN(Cc2cnc(N3CCCC3)s2)C1 (stereo not given)	-1.5	-0.3	1.5	-0.6	-6.3	-0.9	5.4	-3.3	-2.6	-3.4
Cc1ccc(C(=O)NNC2=NC(C)(C)Cc3ccccc32)cc1	0.0	-1.5	4.9	-0.4	2.6	1.3	4.1	4.7	-0.8	2.9
O=S(=O)(CC1NCc2ccccc21)NCc1ccc(F)cc1 (stereo not given)	nt	-4.7	nt	-0.8	-1.5	-2.2	nt	2.5	2.3	-14.2
O=C(Nc1nc2ccsc2c(=O)s1)c1ccco1	-0.3	-0.9	nt	5.6	1.3	-2.3	1.1	-4.8	-0.4	-4.8
COc1ccc([C@H]2CC(=O)C=C(c3cccc(NC(C)=O)c3)C2)cc1	0.5	6.7	-6.4	1.9	-9.0	-9.4	4.2	-2.2	3.8	-6.8
Cc1oc(-c2cccs2)nc1CNC[C@H]1O[C@@H](n2cnc(C(N)=O)n2)[C@H](O)[C@@H]1O	0.0	-2.6	0.8	-2.1	3.2	3.9	9.1	-14.5	-2.7	3.2
Cc1nn(C)c(C(=O)NC(=S)Nc2ccccc2O)c1Cl	-2.7	1.1	-9.4	-2.8	2.7	-2.5	1.3	-1.0	-1.8	1.5
COc1ccc(C(=O)NC2CCN(C(=S)NCCc3ccccc3)CC2)cc1	0.2	5.5	-5.0	0.7	5.4	-6.0	-0.3	2.0	0.2	0.5
O=C1CCCN1CCCNc1ncccc1[N+](=O)[O-]	0.9	-1.2	8.0	-0.6	-9.3	3.8	-5.9	-4.7	3.4	-1.0
O=C(CSc1nnc(COc2ccc(Cl)cc2)n1Cc1ccco1)N1CCNC1=O	-0.6	0.2	-1.2	2.3	5.5	0.1	0.6	-6.1	2.3	0.1
O=C(CO/N=C/c1ccccc1OC(F)F)NC1CCCCC1	-2.0	18.8	8.3	2.2	-14.6	-11.5	6.7	-9.9	1.3	2.0
CC(C)n1ncc2c(C(=O)Nc3cccc(C#N)c3)cc(C3CC3)nc21	-1.9	-1.7	-49.2	5.2	3.5	-26.3	2.7	-1.2	-1.8	-36.0
CCN(CC)S(=O)(=O)c1cccc(C(=O)N/N=C2\CC(=O)CC(C)(C)C2)c1	0.6	-0.6	8.3	-3.4	2.3	1.9	-2.5	6.4	16.6	1.6
CC#CCN1c2ccccc2[C@]23C[C@@H](C(=O)OC)N(C(=O)NC(C)(C)C)C2=NC(C(=O)OC)=C(C(=O)OC)[C@H]13	-2.5	-1.3	-13.2	-1.3	6.8	-1.5	1.5	-0.8	0.5	6.8
O=C(CCC1CCCCC1)NCCN1C2=NC[C@@H](Cc3ccccc3)N2C[C@H]1Cc1ccc(O)cc1	-3.0	-0.1	-8.1	4.2	-1.8	10.6	-4.4	-1.7	1.2	8.4
O=C(CSCc1ccc([N+](=O)[O-])cc1)Nc1cccc(C(=O)Nc2ccccc2C(=O)O)c1	-1.8	0.7	-23.6	1.0	6.9	-23.3	3.5	-6.0	1.6	-17.1

Compound profiles (already shown). Screens in order: PG9 Ab binder | UHRF1 binding | HTRA1 inh | LEDGF integ inh | TDP2 inh | mABHD4 FP | TCR CD3 inh | DDE Tn7 FP inh | PRMT1 inh | SIAE inh
`Cc1oc(-c2cccs2)nc1CNC[C@H]1O[C@@H](n2cnc(C(N)=O)n2)[C@H](O)[C@@H]1O` reads 0.0 | -2.6 | 0.8 | -2.1 | 3.2 | 3.9 | 9.1 | -14.5 | -2.7 | 3.2
`O=C(CSc1nnc(COc2ccc(Cl)cc2)n1Cc1ccco1)N1CCNC1=O` reads -0.6 | 0.2 | -1.2 | 2.3 | 5.5 | 0.1 | 0.6 | -6.1 | 2.3 | 0.1
`Cc1nn(C)c(C(=O)NC(=S)Nc2ccccc2O)c1Cl` reads -2.7 | 1.1 | -9.4 | -2.8 | 2.7 | -2.5 | 1.3 | -1.0 | -1.8 | 1.5
`O=C1CCCN1CCCNc1ncccc1[N+](=O)[O-]` reads 0.9 | -1.2 | 8.0 | -0.6 | -9.3 | 3.8 | -5.9 | -4.7 | 3.4 | -1.0

Next structures:
mol	PG9 Ab binder	UHRF1 binding	HTRA1 inh	LEDGF integ inh	TDP2 inh	mABHD4 FP	TCR CD3 inh	DDE Tn7 FP inh	PRMT1 inh	SIAE inh
Cc1onc(-c2ccccc2Cl)c1C(N)=O	-2.4	2.2	-7.2	-2.2	-8.4	-4.1	-4.2	-7.3	-0.4	1.4
CC(C)(CNCc1ccccc1)NS(=O)(=O)c1ccc(Cl)cc1	-2.7	-2.5	2.1	-2.9	5.2	-4.5	6.5	5.5	-4.7	-0.9
Fc1ccccc1NC(=S)N(CCCN1CCOCC1)Cc1cccnc1	-1.4	1.8	-0.4	0.5	-12.2	-3.1	0.8	-6.5	-5.0	-2.4
Cc1ccc2nc(SCC(=O)Nc3cccc(S(=O)(=O)NC4=NCCCCC4)c3)[nH]c2c1	-0.7	-0.1	-5.1	-0.9	12.7	-3.9	7.0	3.6	-0.1	-3.1
Cc1ccc(NC(=O)CNC2CCCCC2)cc1Cl	1.4	3.4	1.1	-2.2	-16.2	-8.7	-13.8	3.6	4.6	-6.1
CCCCCc1cc(=O)oc2c(C(CCN3CCCC(C)C3)c3ccc4c(c3)OCO4)c(OC)cc(OC)c12 (stereo not given)	-2.6	9.7	-30.3	-0.7	-2.2	7.7	1.4	-1.4	-0.5	-3.7
Nc1nc(SCC(=O)Nc2ccc(Cl)c(S(=O)(=O)N3CCOCC3)c2)n[nH]1	1.4	-1.9	-1.3	1.1	3.5	0.5	0.9	4.7	-0.1	11.3
CC(=O)c1cccc(NS(=O)(=O)c2ccc(-c3cc(C)no3)s2)c1	-2.6	-1.1	-1.5	-2.8	-9.0	3.5	-9.0	-3.4	2.3	0.0
Cc1cccc(C)c1NCc1n[nH]c(=S)n1-c1ccccc1	-0.8	-2.8	5.6	2.2	-8.0	1.1	12.2	4.6	-0.3	4.6
COc1ccc(C(=O)OCCN2C(=O)c3ccccc3C2=O)cc1	2.0	-2.8	-2.2	-0.6	6.7	1.3	-3.0	2.2	-0.3	1.4
COc1ccc(C(C(=O)NCC2CCCO2)N(C(=O)CNC(=O)c2ccco2)c2ccccc2)cc1OC (stereo not given)	0.3	2.4	-1.0	-2.0	-17.9	-3.9	-2.6	0.4	8.7	1.6
COc1cccc(C(=O)NC2CC3CCCC(C2)N3S(=O)(=O)c2ccccc2)c1 (stereo not given)	-0.2	-3.0	-4.8	3.0	-0.4	-0.2	10.8	-4.9	1.1	-2.5
COc1ccc(C=C2C=C(C(C)(C)C)C(=O)C(C(C)(C)C)=C2)cc1OC	-1.1	-1.7	-22.1	-1.2	6.1	-4.5	6.8	-3.3	-1.4	-0.8
Cc1ccc(/C(=N/Nc2ncnc3ccccc23)C(=O)O)cc1	-2.4	-1.5	2.5	-2.4	1.2	5.5	-9.4	-0.7	4.7	7.7
Cc1ccccc1-c1ccc2c(c1)[C@@H]1C[C@H]3[C@@H](CN1CC2)[C@H](C)ON3C	-2.9	-1.3	nt	-2.6	2.1	-0.6	-1.7	7.1	-1.9	14.4
O=C(Oc1ccccc1N1CCOCC1)c1ccccc1	-0.9	-1.6	6.9	2.6	4.3	-3.7	11.7	1.9	-1.1	4.3
Cn1cccc1/C=N/NC(=O)c1ccc[n+]([O-])c1	0.4	22.1*	-12.2	2.1	12.0	4.4	0.7	-4.0	-2.0	6.7
CNC[C@@H](Cc1ccccc1)NC[C@@H](CC1CCCCC1)NCCCc1ccccc1	1.5	-0.5	3.7	5.9	-13.3	38.5*	8.4	-0.4	1.4	5.4
COC(=O)[C@@]12CCCCC3=C1N(CCC3)C(=O)[C@H]2CC(=O)NCc1ccc(C)o1	nt	-0.3	nt	0.3	6.8	1.1	nt	2.7	-0.7	-3.7
COc1ccc(CN2C(=O)CCCc3ccccc32)cc1	0.5	-0.4	0.9	-1.1	7.3	-2.2	1.9	4.6	-2.1	-8.2
CCNCCC(=O)N1c2ccccc2Sc2ccc(C(F)(F)F)cc21	-2.3	-1.7	3.9	0.2	11.1	-0.4	2.6	5.8	3.1	-0.2
COC(=O)c1ccc2nc(-c3ccc(C#N)cc3)c(Cc3cccc(F)c3)n2c1	-0.3	19.7	nt	-2.4	7.9	-3.1	1.9	3.9	0.5	-2.9
CCC(CC)C(=O)Nc1cccc(C(=O)Nc2ccc(OC)cc2[N+](=O)[O-])c1	0.5	-1.2	2.2	-1.4	-0.3	-9.3	2.1	9.6	-2.0	5.8
O=C1CC(c2ccc(F)cc2)C(n2cncn2)C(O)=C1C1NCCc2ccccc21 (stereo not given)	0.7	0.7	0.5	3.3	-0.2	-0.2	5.3	1.5	-7.2	26.2*
Cc1cn([C@H]2C[C@H](O)[C@@H](CCC(=O)NCc3ccco3)O2)c(=O)[nH]c1=O	1.5	-1.1	4.6	1.8	6.7	0.9	-2.7	0.7	-1.8	1.7
O=C(NN1C(=O)c2ccccc2NC1c1ccccn1)c1ccccc1 (stereo not given)	-0.1	-2.4	-1.4	1.9	8.6	4.0	5.3	0.7	-1.5	3.8
